CHO parental Ca – counter-screen: ATP calcium response change in parental CHO cells; parental CHO-K1, ATP-induced calcium, Fluo-8 fluorescence; inhibition, % at 5.6 µM; 330,000 tested, 0.63% active;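 active = inhibition above that plate's mean sample inhibition plus 3 SD, cut at about 26% in these data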;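 also: 0% = ATP-challenged DMSO wells and 100% = DMSO wells without ATP; some compounds past the cut are filed as inactive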
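material = parental CHO cells | also added = ATP as calcium-mobilizing challenge | dosing = single point at 5.6 µM | detection = intracellular calcium via Fluo-8 no-wash fluorescent dye | read-out = % inhibition | benchmarks = low control ATP plus DMSO, high control DMSO only | repeats = one well per compound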
V1R ag counter – V1a receptor agonism, counter-screen for OXTR agonists. CHO-V1R cells, Fluo-8 calcium fluorescence, agonist mode; 0% DMSO, 100% 3 nM vasopressin. P37288. activation, % at 3 µM. 320,000 tested, 0.25% active. AID 2797;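 active = activation above the mean activation of all tested compounds plus 3 SD, per screening run, cut at about 20% in these data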;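 also: signal is peak over basal fluorescence ratio across a 100 second FLIPR read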
Target sequence (P37288 whole entry, looked up): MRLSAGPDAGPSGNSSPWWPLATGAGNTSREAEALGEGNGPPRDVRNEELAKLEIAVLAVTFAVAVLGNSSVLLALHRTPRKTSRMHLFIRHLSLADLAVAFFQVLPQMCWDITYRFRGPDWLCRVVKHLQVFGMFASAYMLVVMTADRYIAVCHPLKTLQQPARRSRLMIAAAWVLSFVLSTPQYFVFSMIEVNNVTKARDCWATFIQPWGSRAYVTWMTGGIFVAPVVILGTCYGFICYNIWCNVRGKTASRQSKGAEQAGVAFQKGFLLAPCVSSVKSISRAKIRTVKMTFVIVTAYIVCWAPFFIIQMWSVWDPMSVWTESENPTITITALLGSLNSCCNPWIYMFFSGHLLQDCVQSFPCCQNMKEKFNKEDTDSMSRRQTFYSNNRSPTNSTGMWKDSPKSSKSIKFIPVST
OXTR agonist – activates the human oxytocin receptor. CHO-OTR cells, Fluo-8 calcium fluorescence; normalized: DMSO 0%, oxytocin 100%. activation, % at 3 µM. 320,000 tested, 0.32% active. AID 2435;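 active = activation above the mean of all tested compounds plus 3 SD, cutoff set per screening run, cut at about 20% in these data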;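 also: peak over basal fluorescence ratio from a 100 s FLIPR kinetic read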
M1 antag – blocks human M1 muscarinic receptor. P11229. AID 588852. CHO-K1 hM1, Fluo-8 calcium fluorescence, ACh EC80 antagonist. inhibition, % at 3 µM. 360,000 tested, 1.3% active;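 active = percent inhibition above its own plate's cutoff, namely the mean of that plate's compound wells plus 3 SD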;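 also: peak over basal fluorescence ratio during 140 s after agonist addition; 0% = ACh EC80 plus DMSO and 100% = DMSO alone without agonist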
CHRM1 agonist – activates human CHRM1 receptor | activation, % at 3 µM | AID 588814 | P11229 | CHO-K1 hM1, Fluo-8 calcium fluorescence, agonist mode; 0% DMSO, 100% acetylcholine EC100 | 360,000 tested, 0.33% active;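 active = activation above the run's mean compound activation plus 3 SD, cut at about 16% in these data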;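 also: peak over basal fluorescence ratio within a 140 s kinetic read after compound addition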
TAAR1 ag – agonists of human TAAR1; CHO RD-HGA16 TAAR1, Fluo-8 calcium fluorescence; vehicle wells 0%, saturating PEA agonist 100%; activation, % at 3 µM; AID 624467; Q96RJ0; 360,000 tested, 0.99% active;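 active = activation above the mean activation of all test compounds in the run plus 3 SD, cut at about 38% in these data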
Target sequence (Q96RJ0 whole entry, looked up): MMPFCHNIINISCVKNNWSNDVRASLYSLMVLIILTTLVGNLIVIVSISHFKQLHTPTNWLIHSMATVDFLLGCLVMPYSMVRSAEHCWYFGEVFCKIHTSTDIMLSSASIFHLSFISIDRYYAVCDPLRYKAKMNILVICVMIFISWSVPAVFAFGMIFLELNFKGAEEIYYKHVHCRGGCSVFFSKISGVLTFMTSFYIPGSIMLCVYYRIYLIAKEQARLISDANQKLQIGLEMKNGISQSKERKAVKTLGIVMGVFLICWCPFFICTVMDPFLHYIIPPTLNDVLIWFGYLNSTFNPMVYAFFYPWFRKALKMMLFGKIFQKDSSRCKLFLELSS
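System: CHO-derived RD-HGA16 cells with stable Gα16 and human TAAR1. Times: 17-24 h plating, Fluo-8 75 min 37 °C, 30 min RT. Measured by: calcium-sensitive Fluo-8 signal, excitation 470-495, emission 515-575 nm. Read-out basis: % activation relative to PEA EC100 response. Control set: DMSO and PEA EC100. Repeats: no replicates (n 1).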
M1 PAM – potentiates human M1 receptor response to acetylcholine. activation, % at 3 µM. CHO-K1 hM1, Fluo-8 calcium fluorescence, ACh EC20; 0% = ACh EC20, 100% = maximal ACh. 360,000 tested, 0.088% active; in the data active = activation above about 19%, passing the limit was not always enough
OXTR potentiator – potentiates the human oxytocin receptor response. P30559. CHO-OTR cells, Fluo-8 calcium fluorescence, potentiator mode; 0% = oxytocin EC15, 100% = EC100. activation, % at 3 µM. 320,000 tested, 0.061% active;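 active = activation above that plate's cutoff, the mean activation of tested compounds plus 3 SD, cut at about 6.6% in these data, passing the limit was not always enough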;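 also: 100% uses oxytocin at 75 nM as the full agonist control; some results filed as inactive read as strong as hits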
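Assay system: CHO-OTR cells, human receptor / Also added: oxytocin at about EC15, sub-maximal agonist stimulus / Dosing: single dose, 3.0 µM nominal final compound concentration / Incubation: 6 min pre-incubation, 100 s read / Technique: Fluo-8 calcium dye fluorescence / Read-out: % activation vs EC15 and EC100 oxytocin / Benchmarks: EC15 oxytocin low, 75 nM oxytocin high / Replicates: singlicate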
TAAR1 antag – antagonists of human TAAR1; inhibition, % at 3 µM; Q96RJ0; CHO RD-HGA16 TAAR1, Fluo-8 calcium fluorescence, antagonist; 360,000 tested, 1.5% active;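 active = inhibition above a per-plate cutoff, the mean inhibition of test compounds on that plate plus 3 SD, cut at about 49% in these data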;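 also: 0% = DMSO plus EC80 beta-PEA response and 100% = DMSO alone without agonist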
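Assay system: CHO-derived RD-HGA16 cells stably expressing human TAAR1 plus Gα16. Timing: 140 s kinetic read after compound, 140 s after agonist. Technique: kinetic Fluo-8 calcium fluorescence measurement. Measure: % inhibition of agonist calcium response.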
* hit, by the source's call; . = no result given.

SMILES	CHO parental Ca	V1R ag counter	OXTR agonist	M1 antag	CHRM1 agonist	TAAR1 ag	M1 PAM	OXTR potentiator	TAAR1 antag
COc1cccc(CNC(=O)COC(=O)CCc2cc(OC)c(OC)c(OC)c2)c1	-8	1.9	0.1	-11	-2	3	2	-8	7
Cc1csc(CN(C)C(=O)CC2C(=O)NCCN2CC(C)(C)C)n1 (stereo not drawn)	-10	1.8	0.2	-3	-2	2	4	-9	-7
Cc1cc(NC(=O)CCCn2nc([N+](=O)[O-])c(Br)c2C)no1	-3	-0.1	-0.4	6	-4	1	-1	-11	-3
COCCNC(=O)c1cn(C(C)c2ccccc2F)nn1 (stereo not drawn)	-33	1.3	0.1	.	.	0	.	-16	-25
c1ccc(-c2csc(N3CCCCCC3)n2)cc1	-17	-0.4	-1.9	-30	-1	8	5	-5	-16
COCCN(C(=O)C(F)(F)F)C(C(=O)NC1CCCCC1)c1ccco1 (stereo not drawn)	-11	-0.8	-0.6	-15	-2	1	12	-9	-13
N#Cc1c(N)nc2c(c1N)CC(=O)N2c1ccc(Cl)cc1	-6	-0.5	0.0	-4	-3	.	3	4	.
CC(=O)COC(=O)C1CCN(S(=O)(=O)c2cc([N+](=O)[O-])ccc2Cl)CC1	0	0.0	0.8	-12	-3	-1	8	-6	-13
Cc1nnc(SCC(=O)c2ccc(Cl)cc2)s1	-15	0.7	0.3	6	-6	0	-9	4	6
Cc1ccc(N2C(=O)C(Cl)=C(N3CCCCCC3)C2=O)c(C)c1	24	-0.2	-2.0	-12	-6	-2	4	-18	-4
O=C(N=Nc1c(O)[nH]c2ccccc12)c1cccs1	-16	0.7	-0.9	-5	-5	0	2	-12	26
NS(=O)(=O)c1ccc(NC(=O)COC(=O)CCc2nc3ccccc3c(=O)[nH]2)cc1	-2	0.2	0.3	-8	-2	1	6	-4	2
COc1cccc(S(=O)(=O)N(C)C[C@H]2OCc3cnnn3CCCC(=O)N([C@@H](C)CO)C[C@H]2C)c1	.	.	.	-4	-6	3	8	.	-13
CCN(CC)CCC=C(c1cccs1)c1cccs1	.	.	.	96*	-6	2	-28	.	-24
COc1ccc(/C(O)=C2/C(=O)C(=O)N(CCCN3CCOCC3)C2c2ccc(C(C)C)cc2)cc1 (stereo not drawn)	.	.	.	-22	-3	4	7	.	-1
COC(=O)Nc1ccc(S(=O)(=O)N2CCCc3cccc(O)c32)cc1	5	1.0	0.5	1	-3	6	4	-23	4
Cc1nc(CCNC(=O)Cc2ccccc2)cs1	-2	0.8	1.8	-7	-3	10	8	-2	-24
CC(C)(C)NC(=O)C(=O)NN=C1CCCCCC1	3	0.4	0.9	4	-1	0	1	4	-4
O=C(c1ccc(Cl)cc1)N1N=CCC1(O)c1ccc(Cl)cc1 (stereo not drawn)	-7	-0.1	-1.1	-10	-3	5	3	-10	-3
Cc1[nH]nc2c1C(c1cc(Br)cs1)C(C#N)=C(N)O2 (stereo not drawn)	-3	0.5	1.7	-7	-2	5	6	-5	-7
C1CC(CN2CCOCC2)CN(c2nc3nonc3nc2N2CCSCC2)C1 (stereo not drawn)	4	1.1	-0.4	-16	-7	-1	11	-2	-8
N#Cc1ccc(N2C(=O)[C@@H]3C(C(=O)c4cnccn4)=NN[C@@H]3C2=O)cc1	3	1.7	2.4	-14	-1	1	15	5	13
O=C(Nc1ncccc1O)c1cc2ccccc2o1	-4	-0.5	0.2	11	2	1	-3	-2	-22
Cc1cccc(NC(=O)Cn2cc(C(=O)c3ccco3)c3ccccc32)c1	-18	4.8	7.0	1	-1	8	4	-12	-9
CCS(=O)(=O)N1CCC(C(=O)N2CCOCC2)CC1	1	0.7	-0.1	-6	-3	10	-7	1	9
C[C@H]1CN([C@@H](C)CO)S(=O)(=O)c2ccc(Br)cc2O[C@@H]1CN(C)C(=O)CCN1CCCCC1	.	.	.	-3	-10	1	2	.	-9
O=[N+]([O-])c1ccc(CSc2ccc(-c3ccccn3)nn2)cc1	-11	0.8	-1.4	-12	2	-1	8	-11	-22
CCCCNC(=O)c1ccc(CS(=O)(=O)c2ccc(C)cc2)o1	-8	1.3	-1.5	-3	-3	1	4	-12	-6
CCC(C)NC(=O)COC(=O)c1ccc(Cl)cc1O (stereo not drawn)	8	-0.6	-0.1	-4	0	5	9	-9	1
COc1ccc(C2C3=C(Nc4ncnn42)c2ccccc2CC3)cc1OC (stereo not drawn)	-18	-0.7	-0.6	.	.	.	.	-3	.
COc1cccc(NC(=O)COC(=O)Cc2ccc(Br)cc2)c1	-13	0.5	-0.2	-2	-3	6	8	-13	9
CC1CN(C(C)C(=O)NC(c2ccccc2)c2ccccc2)CC(C)O1 (stereo not drawn)	-10	-0.3	-1.2	-8	-2	0	6	-7	-18
COc1ccc(/C=N/NC(=O)CNC(=O)/C=C/c2ccco2)cc1OC	-11	0.8	-1.1	-16	-3	2	7	-1	-18
CC(OC(=O)C1COc2ccccc2O1)C(=O)c1ccccc1 (stereo not drawn)	.	.	.	-16	-1	-1	4	.	-8
CCOCC(=O)Nc1ccc(S(=O)(=O)NCC2CCCO2)cc1 (stereo not drawn)	6	0.0	1.2	7	-1	2	1	-13	-5
COc1cc(NC(=O)c2ccc(NC3=NC4CS(=O)(=O)CC4S3)cc2)cc(OC)c1 (stereo not drawn)	3	0.3	-0.6	-10	-4	1	6	-4	-4
Cc1ccc(NC2=C(Cl)C(=O)OC2OC(C)C)c(C)c1 (stereo not drawn)	-10	0.5	-2.0	-5	3	-3	15	-1	12
CC(C)(c1cc(Cl)c(O)c(CN2CCOCC2)c1)c1cc(Cl)c(O)c(CN2CCOCC2)c1	.	.	.	-9	0	2	7	.	-7
COc1cc(-c2noc(C)c2C#Cc2nccn2C)cc(OC)c1OC	-19	0.4	-1.5	-2	-9	3	7	-7	12
COCCNS(=O)(=O)c1cc(Br)ccc1OC	-9	1.2	0.3	-8	-6	3	8	-1	7
COc1ccc2[nH]c(=O)c(CN(C(=O)c3cccnc3)c3ccc(C)c(C)c3)cc2c1	-6	0.9	-0.4	-1	-2	4	-3	-7	12
Clc1ccccc1Cc1noc(CN2CCN(Cc3ccccn3)CC2)n1	10	-0.4	-0.1	-5	-15	1	11	-3	-9
CCOC(=O)C1(CCOc2ccccc2)CCN(Cc2cc(OC)c(O)cc2Cl)CC1	-8	5.0	1.7	-1	-7	7	-3	-12	-18
CCN1CCN(c2cc(C)c3cc(NC(=O)Cc4ccc(OC)c(OC)c4)ccc3n2)CC1	-10	-0.4	-0.1	-15	-7	0	10	-4	-16
OC(COc1ccc(OCC(O)CN2CCCCC2)cc1)CN1CCCCC1 (stereo not drawn)	-7	-0.2	0.4	-12	-8	3	9	-10	-10
Cc1ccc([C@H]2C[C@@H](n3cc(COC(=O)c4ccccc4)nn3)[C@H](O)CN2C(=O)c2cccs2)cc1	.	.	.	-13	5	8	13	.	23
O=c1/c(=C/c2cccc3ccccc23)sc2ncnn12	-3	-0.6	0.4	17	-2	5	1	-3	3
OC(CNCC1(N2CCCCC2)CCCCC1)COc1ccc(Cl)cc1Cl (stereo not drawn)	-28	0.8	2.5	-12	-7	3	11	-13	-8
Cc1noc(C)c1/C=N/Nc1ccc2ccccc2n1	-17	0.2	-2.3	-11	-4	-1	10	-4	-17
CN(C)S(=O)(=O)N1CCC(CO)(CCc2ccccc2)CC1	-12	0.8	1.5	-5	-3	5	3	-13	1
CN(C)S(=O)(=O)c1cccc(NC(=O)CN2C(=O)NC(Cc3ccccc3)C2=O)c1 (stereo not drawn)	-7	-0.3	-0.1	-8	-3	-1	9	-2	8
O=C(/C=C/c1ccc(F)cc1)N1CCN(S(=O)(=O)/C=C/c2ccccc2)CC1	-20	-1.2	-1.0	-4	-3	7	0	-7	-6
COc1cc(C(=O)NNC(=O)CCOc2ccccc2)cc(OC)c1OC	-10	1.1	0.3	-17	-2	1	5	-4	4
O=C(c1cncc(Br)c1)N1CCCc2ccccc21	-11	0.1	1.1	-15	0	-1	5	-5	-15
O=C(COc1ccccc1)Nc1ccc(C(=O)N2CCCC2)cc1	-3	0.7	-0.4	-20	3	2	19	-2	-22
COc1cccc(C(=O)CC(=O)C(=O)Nc2cc(Cl)c(OC)cc2OC)c1	-22	0.4	-1.6	-13	-4	-1	9	-4	-3
CS(=O)(=O)Nc1ccc(C2=NN(C(=O)c3ccccc3)C(c3cccs3)C2)cc1 (stereo not drawn)	-20	-0.5	-1.3	-15	-1	2	13	-7	-25
CCCc1nc2sc3c(c2c(=O)n1NC(=O)c1ccco1)CC(C)(C)OC3	-11	0.3	0.1	-8	-4	2	11	-1	-3
Cc1ccc2c(c1)-n1c(nc3cc(Cl)ccc3c1=O)C(CC(C)C)NC2=O (stereo not drawn)	-16	0.9	-1.3	.	.	7	.	13*	22
COc1ccc(CN2C(=O)c3cccnc3C2=O)cc1S(=O)(=O)NCc1ccco1	-12	-0.1	0.0	-5	-1	1	6	-2	-14

Profiles, quoted from the list. Values in the order: CHO parental Ca	V1R ag counter	OXTR agonist	M1 antag	CHRM1 agonist	TAAR1 ag	M1 PAM	OXTR potentiator	TAAR1 antag
CCCc1nc2sc3c(c2c(=O)n1NC(=O)c1ccco1)CC(C)(C)OC3 as listed: -11	0.3	0.1	-8	-4	2	11	-1	-3
COc1cc(C(=O)NNC(=O)CCOc2ccccc2)cc(OC)c1OC as listed: -10	1.1	0.3	-17	-2	1	5	-4	4
O=C(c1cncc(Br)c1)N1CCCc2ccccc21 as listed: -11	0.1	1.1	-15	0	-1	5	-5	-15

Continuation:
SMILES	CHO parental Ca	V1R ag counter	OXTR agonist	M1 antag	CHRM1 agonist	TAAR1 ag	M1 PAM	OXTR potentiator	TAAR1 antag
Cc1ccc(-n2cccc2/C=C2\C(=N)N3N=C(C(C)C)SC3=NC2=O)cc1	-15	0.6	-1.8	-4	-8	6	-2	0	-5
O=C(CN1C(=O)NC2(CCCc3ccccc32)C1=O)NC1CCCCC1 (stereo not drawn)	-15	-0.1	0.0	7	-2	3	6	1	-5
CCCn1c(N)c(N(CCOC)C(=O)CSCC(=O)Nc2ccc(C)cc2)c(=O)[nH]c1=O	5	1.6	-0.3	-10	-1	5	5	-1	-1
CNc1nc(Cl)nc2c1ncn2-c1ccccc1	.	.	.	-1	-5	1	-1	.	4
CCOc1ccc2nc(SCC(=O)NCC3CCCO3)sc2c1 (stereo not drawn)	-6	3.0	2.0	4	-2	1	-7	-1	0
CCN(CC)S(=O)(=O)c1ccc2nnn(OCC(=O)Nc3cccc(C#N)c3)c2c1	-3	8.0	8.2	-3	0	8	0	-15	30

Screens (PubChem BioAssay)
